BaF3 parental = reduces parental Ba/F3 cell viability, JAK2V617F counter-screen; inhibition, % at 5.6 µM; AID 1486; 1.1% of 220,000 active; CellTiter-Glo ATP luminescence;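 active means inhibition above a per-campaign cutoff, the mean inhibition of all tested compounds plus 3 SD, cut at about 27% in these data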;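 further: 0% = DMSO wells and 100% = JAK Inhibitor I control wells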
p47phox inh = blocks human p47phox regulatory protein of NADPH oxidases. inhibition, % at 24.7 µM. p47phox/p22phox peptide binding, fluorescence polarization, 2 h. 0.53% of 220,000 active. P14598;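 active means inhibition above about 30%, limit read from the data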;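 further: 0% = p47phox with labelled peptide and 100% = labelled peptide alone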
Target sequence (P14598 whole entry, looked up): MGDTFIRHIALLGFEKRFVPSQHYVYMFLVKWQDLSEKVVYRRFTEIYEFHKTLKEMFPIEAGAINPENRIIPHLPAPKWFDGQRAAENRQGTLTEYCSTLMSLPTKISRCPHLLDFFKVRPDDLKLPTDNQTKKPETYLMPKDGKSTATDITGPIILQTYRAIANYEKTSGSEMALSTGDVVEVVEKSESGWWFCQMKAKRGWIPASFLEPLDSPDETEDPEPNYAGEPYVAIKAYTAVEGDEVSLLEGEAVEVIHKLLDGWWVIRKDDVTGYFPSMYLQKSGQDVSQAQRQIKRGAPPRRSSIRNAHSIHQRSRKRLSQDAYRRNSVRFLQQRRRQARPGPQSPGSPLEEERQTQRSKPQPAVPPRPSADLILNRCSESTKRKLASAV
Ba/F3 V617F tox = reduce viability of Ba/F3 cells dependent on JAK2V617F; Ba/F3 EpoR-JAK2V617F viability, ATP luminescence; inhibition, % at 5.6 µM; 1.1% of 220,000 active; AID 1446;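 active means inhibition above the campaign mean plus 3 SD over all tested compounds, cut at about 24% in these data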;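 further: cytokine-independent growth of Ba/F3 cells driven by EpoR plus mutant JAK2; 0% = DMSO-treated cells and 100% = JAK inhibitor I control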
NPY1 pot ag = potentiates or activates human NPY-Y1 receptor; P25929; activation, % at 3.6 µM; 0.37% of 220,000 active; NPY-Y1 expressing cells, potentiator/agonist activation; AID 1304; in the data active means activation above about 33%, passing the limit was not always enough;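 further: cells stimulated with NPY at EC10 then isoproterenol at EC100; 0% = low agonist plus stimulus and 100% = saturating agonist plus stimulus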
NPY-Y1 antag = blocks the human neuropeptide Y Y1 receptor; AID 1040; 1% of 200,000 active; HEK293-CNG Y1 cells, membrane potential fluorescence; NPY at EC95, then isoproterenol; inhibition, % at 3.6 µM;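 active means inhibition above the campaign mean inhibition of all tested compounds plus 3 SD, cut at about 20% in these data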;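 further: 0% = DMSO wells given NPY plus isoproterenol and 100% = isoproterenol alone without NPY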
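Test system – HEK293 Y1/CNG channel cell line · Also added – NPY agonist 25 nM, then isoproterenol 1 µM plus Ro 20-1724 25 µM · Compound dosing – one concentration, 3.6 µM, in 0.4% DMSO · Schedule – compound incubation 1 h at room temperature, readout 45 min post-stimulation · Technique – fluorescence, membrane potential probe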
NPY2 pot ag = potentiates or activates human NPY-Y2 receptor; P49146; cells expressing NPY-Y2, potentiator/agonist read-out; activation, % at 3.6 µM; 0.45% of 220,000 active; AID 1359; in the data active means activation above about 27%;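 further: cells stimulated with NPY near EC25 plus isoproterenol at EC100; 0% = vehicle plus submaximal agonist and 100% = vehicle plus saturating agonist; some results beyond the cut were filed as inactive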
S1P4 ag = activates the human S1P4 receptor. S1P4-expressing cell line, agonist reporter assay. activation, % at 4.98 µM. 0.35% of 220,000 active. AID 1509; in the data active means activation above about 11%;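 further: 0% = DMSO vehicle and 100% = reference agonist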
Target sequence (O95977 whole entry, looked up): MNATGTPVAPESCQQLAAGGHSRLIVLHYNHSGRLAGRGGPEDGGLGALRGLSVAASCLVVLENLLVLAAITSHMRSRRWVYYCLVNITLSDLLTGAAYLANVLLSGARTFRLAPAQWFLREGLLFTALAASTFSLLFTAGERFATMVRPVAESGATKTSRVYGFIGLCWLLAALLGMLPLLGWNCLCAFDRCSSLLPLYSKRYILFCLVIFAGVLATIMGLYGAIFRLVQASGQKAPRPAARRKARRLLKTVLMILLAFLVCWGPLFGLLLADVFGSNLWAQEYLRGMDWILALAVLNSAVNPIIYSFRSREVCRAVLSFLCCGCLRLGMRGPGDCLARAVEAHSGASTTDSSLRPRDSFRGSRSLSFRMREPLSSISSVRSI
S1P4 antag = antagonists of human S1P4 receptor; O95977; S1P4-expressing cells, antagonist mode, reporter read-out; inhibition, % at 4.98 µM; 0.26% of 220,000 active; in the data active means inhibition above about 29%;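 further: 0% = wells stimulated with agonist and 100% = vehicle wells without agonist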
CHOP inh = CHOP inhibition in unfolded protein response; CHO-K1 CHOP-promoter luciferase, tunicamycin-induced, 15-18 h; AID 2732; inhibition, % at 10 µM; 3.8% of 220,000 active;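 active means compounds that reduced the stress-induced luciferase reporter signal by more than about 70% of percent inhibition, limit read from the data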;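 further: 0% = tunicamycin plus vehicle and 100% = wells without tunicamycin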
* marks the source's active call; other numbers are inactive results; nt = no result given. The list is partial; the hit share may differ from the screen's.

1: C=CCn1c(O)c(C=NCCN2CCOCC2)c(=O)[nH]c1=S
2: COc1ccc(OC)c(-n2c(O)c(C=Nc3c(C)n(C)n(-c4ccccc4)c3=O)c(=O)[nH]c2=O)c1
3: CCOc1ccccc1N1C(=O)NC(=O)C(CCc2ccncc2)(CCc2ccncc2)C1=O
4: CCCCCCn1c(=O)c(C(=O)Nc2nnc(C)s2)c(O)c2ccccc21
5: O=P(O)(O)Cc1c(Cl)cccc1Cl
6: CN(C)c1ccc(/C=C/C=C2/C(=O)NC(=O)N(c3ccccc3)C2=O)cc1
7: O=Cc1cn(Cc2ccccc2[N+](=O)[O-])c2ccccc12
8: Cc1cc([N+](=O)[O-])c2ccccc2[n+]1[O-]
assay / entry | 1 | 2 | 3 | 4 | 5 | 6 | 7 | 8
BaF3 parental | -3 | 3 | 2 | 1 | 4 | 8 | 6 | 106*
p47phox inh | 0 | -10 | -1 | 5 | -9 | -68 | -4 | -2
Ba/F3 V617F tox | 3 | -2 | -4 | -1 | -5 | 1 | 6 | 100*
NPY1 pot ag | 3 | 0 | -12 | 2 | 5 | -9 | -1 | -5
NPY-Y1 antag | nt | -5 | -4 | -1 | 0 | 6 | 3 | nt
NPY2 pot ag | -22 | -9 | 2 | -3 | -9 | -8 | 9 | 2
S1P4 ag | -1.4 | 1.9 | -2.8 | 0.5 | -0.4 | 0.3 | 0.3 | -1.7
S1P4 antag | -5 | -5 | -3 | -21 | 2 | 3 | -18 | 79*
CHOP inh | -2 | -7 | -1 | 52 | -24 | 84* | 24 | 104*

Individual results from the list:
`O=Cc1cn(Cc2ccccc2[N+](=O)[O-])c2ccccc12` – NPY2 pot ag: 9
`CCOc1ccccc1N1C(=O)NC(=O)C(CCc2ccncc2)(CCc2ccncc2)C1=O` – CHOP inh: -1
`Cc1cc([N+](=O)[O-])c2ccccc2[n+]1[O-]` – NPY2 pot ag: 2
`O=P(O)(O)Cc1c(Cl)cccc1Cl` – NPY-Y1 antag: 0
`CN(C)c1ccc(/C=C/C=C2/C(=O)NC(=O)N(c3ccccc3)C2=O)cc1` – CHOP inh: 84*

Continuation.
9: CC(C)(C)NS(=O)(=O)c1ccc(OCC(=O)N2CCN(Cc3ccccc3)CC2)cc1
10: Cc1c(N)c(C)c([N+](=O)[O-])c(C)c1[N+](=O)[O-]
11: Cn1c(O)c(/C=N/c2ncccn2)c(=O)n(C)c1=O
12: COc1cc(/C=N/NC(=O)CN2CC(c3ccccc3)CC2=O)ccc1OC(=O)N(C)C (configuration not stated)
13: O=C(Nc1ccc(F)cc1)OC1CN2CCC1CC2 (configuration not stated)
14: CP(=O)(Nc1ccc(Cl)cc1)c1nc2c(s1)CCCC2 (configuration not stated)
15: O=C1NC(=S)NC(=O)C1=Cc1cccn1-c1ccc(O)cc1
16: CC1(C)OC1COc1c2occc2cc2ccc(=O)oc12 (configuration not stated)
assay / entry | 9 | 10 | 11 | 12 | 13 | 14 | 15 | 16
BaF3 parental | 10 | 5 | 0 | 2 | -2 | -3 | 12 | 4
p47phox inh | 1 | -7 | -20 | -21 | -6 | 7 | -23 | -1
Ba/F3 V617F tox | 2 | -1 | -3 | -3 | -1 | 1 | 5 | -1
NPY1 pot ag | 16 | 9 | -30 | 8 | 3 | 21 | -5 | -21
NPY-Y1 antag | 1 | -3 | 2 | 2 | nt | nt | 2 | 1
NPY2 pot ag | 10 | 0 | 3 | 1 | 3 | 13 | -8 | -5
S1P4 ag | -0.1 | 0.7 | 1.7 | -1.8 | 0.3 | -0.3 | 0.5 | -0.2
S1P4 antag | -4 | -11 | 2 | 3 | 13 | -7 | -15 | 7
CHOP inh | 19 | 51 | -16 | 22 | 7 | 0 | 107* | 5

17: O=C(c1ccc2c(c1)OCO2)C1CCCN(CC2CCCCC2)C1 (configuration not stated)
18: CC(C)(C)C(=O)OCC12CCC(O1)C1(C)C(=O)OCC21 (configuration not stated)
19: CN1C(=O)/C(=C/c2cccn2-c2ccc3ccccc3c2)C(=O)NC1=S
20: CN(C)C(=O)CSc1nnc([C@@H](N)Cc2ccccc2)o1
21: O=C1NC(=O)N(Cc2ccccc2Cl)C(=O)/C1=C/c1cccs1
22: Cc1ccc(-n2c(O)c(C=NCc3cccnc3)c(=O)[nH]c2=O)cc1C
23: C/C(=N\N1CCCCCC1)c1c(O)n(-c2ccc(Cl)cc2)c(=O)[nH]c1=O
24: O=C1C2CCN(CC2)[C@@H]1Cc1ccc2ccccc2c1O
assay / entry | 17 | 18 | 19 | 20 | 21 | 22 | 23 | 24
BaF3 parental | 1 | -2 | 6 | 10 | 8 | 4 | -8 | 5
p47phox inh | -96 | -1 | -47 | -4 | -20 | 5 | -9 | -7
Ba/F3 V617F tox | -5 | -1 | 2 | 3 | 7 | 0 | 5 | 1
NPY1 pot ag | -15 | -6 | -9 | 2 | -3 | -23 | -9 | 5
NPY-Y1 antag | 7 | 4 | 1 | 2 | -1 | 2 | nt | 4
NPY2 pot ag | -19 | -15 | -5 | -11 | -2 | -21 | -4 | -15
S1P4 ag | -4.6 | -3.2 | -2.4 | 0.8 | -0.3 | -0.4 | -0.1 | -0.1
S1P4 antag | -1 | -13 | 0 | -11 | -14 | -22 | 8 | 3
CHOP inh | 19 | 19 | 53 | -11 | 106* | -7 | 7 | 11

Limited to p47phox inh, S1P4 ag and NPY-Y1 antag (two entries from above):
nr	compound	p47phox inh	S1P4 ag	NPY-Y1 antag
21	O=C1NC(=O)N(Cc2ccccc2Cl)C(=O)/C1=C/c1cccs1	-20	-0.3	-1
22	Cc1ccc(-n2c(O)c(C=NCc3cccnc3)c(=O)[nH]c2=O)cc1C	5	-0.4	2

Next part:
25: CN1CCC2(CC1)N=C(c1ccc(F)cc1)C(=S)N2
26: CC(=C1C(=O)c2ccccc2C1=O)N1CCN(CCN=Cc2c(O)n(C)c(=O)n(C)c2=O)CC1
27: CC1CCCN(C(=O)c2ccc(N3CC4CC(C3)c3cccc(=O)n3C4)c([N+](=O)[O-])c2)C1 (configuration not stated)
28: CC(C)OP(=O)(OC(C)C)C(O)c1ccccc1F (configuration not stated)
29: Cc1ccc(/C=C2/C(=O)NC(=O)N(CCc3ccc(F)cc3)C2=O)s1
30: COC(=O)CNC(=O)c1cn(CCC#N)nc1-c1ccc(F)cc1
31: O=S(=O)(c1ccc(Cl)cc1)N1CCCCC1c1cccnc1 (configuration not stated)
32: COc1ccc(N=Cc2c(O)n(-c3ccc(C)cc3)c(=O)[nH]c2=O)cc1
assay / entry | 25 | 26 | 27 | 28 | 29 | 30 | 31 | 32
BaF3 parental | 11 | 0 | 5 | 1 | 5 | 7 | 3 | -1
p47phox inh | 1 | -7 | 0 | -7 | -53 | 0 | -3 | -10
Ba/F3 V617F tox | 4 | -5 | -1 | 1 | -1 | 0 | -3 | -3
NPY1 pot ag | -7 | 10 | 1 | 13 | -3 | -1 | 19 | 2
NPY-Y1 antag | 5 | 2 | -2 | -3 | -6 | 2 | -5 | 1
NPY2 pot ag | -15 | -4 | 8 | -6 | 7 | -4 | 2 | 7
S1P4 ag | 0.0 | -2.2 | -0.4 | 3.0 | 3.0 | 0.9 | 0.1 | 1.9
S1P4 antag | -11 | 9 | -19 | -18 | -19 | 3 | 1 | -10
CHOP inh | -2 | -9 | 9 | 9 | 20 | 4 | -4 | 8

33: O=C1NC(=S)NC(=O)C1=Cc1ccc2c(c1)CCN2CCCCl
34: Cc1nc2cc(F)ccc2n1C1CCN(Cc2nnnn2CCc2ccccc2)CC1
35: CCCCCCC(=O)N/N=C/c1c(O)n(CCCC)c(=S)[nH]c1=O
36: Cc1cc2c(C(F)(F)F)cc(=O)oc2c2c1NCCC2
37: COCCn1cc(C(=O)N2CCC3(CC2)OCCO3)c2c3ccccc3n(C)c2c1=O
38: CCOC(=O)C1=Nc2ccccc2/C1=C\c1c(O)n(C)c(=O)n(C)c1=O
39: c1ccc2c(c1)[nH]c1cnccc12
40: CCN(CC)CCNCC(=O)Nc1ccc(Cl)cc1C(=O)c1ccccc1
assay / entry | 33 | 34 | 35 | 36 | 37 | 38 | 39 | 40
BaF3 parental | 2 | 3 | 1 | 3 | 5 | 2 | 11 | 6
p47phox inh | -94 | -1 | -28 | -13 | -17 | -28 | 11 | -11
Ba/F3 V617F tox | -5 | 3 | -3 | 2 | 0 | -1 | 3 | 1
NPY1 pot ag | -15 | 3 | -10 | -5 | -10 | 17 | -18 | -23
NPY-Y1 antag | nt | 4 | nt | 4 | 6 | nt | 2 | 7
NPY2 pot ag | -39 | 0 | -5 | 14 | 2 | 12 | -4 | 10
S1P4 ag | -2.0 | -2.1 | 0.8 | -1.1 | -3.1 | 0.6 | 0.8 | -2.8
S1P4 antag | -1 | 6 | -5 | 21 | -4 | 5 | -4 | 0
CHOP inh | -31 | 14 | 23 | 56 | 18 | 30 | 10 | -1

41: CCN(CC)c1ccc(/C=N/c2sc3c(c2C#N)C2CCN3CC2)c(O)c1
42: C/C1=C\[C@@H](C)C/C=C/[C@H]2[C@@H]3O[C@]3(C)[C@@H](C)[C@H]3[C@H](Cc4c[nH]c5ccccc45)NC(=O)[C@]32C(=O)/C=C/C(=O)[C@@H]1O
43: CCN1CC2(COC(=O)c3ccccc3N)CCC(OC)C34C5CC6C(OC)CC(O)(C5C6OC)C(O)(C(OC)C23)C14 (configuration not stated)
44: O=C1NC(=O)C2(Cc3ccccc3N3CCCC32)C(=O)N1c1ccccc1 (configuration not stated)
45: O=C1NC(=O)[C@]2(Cc3ccccc3N3CCN(c4ccccc4)CC32)C(=O)N1c1ccccc1 (some centres not stated)
46: CC(C)N1CCN(Cc2ccccc2C(F)(F)F)CC1CCO (configuration not stated)
47: COc1ccc(-n2c(-c3ccco3)nc3ccccc3c2=O)cc1
48: CC1CCC(C(C)C)C(OC(=O)Cn2c(COc3ccccc3)[n+](C)c3ccccc32)C1 (configuration not stated)
assay / entry | 41 | 42 | 43 | 44 | 45 | 46 | 47 | 48
BaF3 parental | 0 | 63* | 0 | 2 | 2 | 5 | 7 | 101*
p47phox inh | 74* | -13 | -13 | -14 | -9 | 3 | -3 | 11
Ba/F3 V617F tox | -4 | 65* | -4 | -1 | -2 | 1 | 2 | 99*
NPY1 pot ag | 10 | 11 | -5 | 2 | 10 | -19 | -10 | -35
NPY-Y1 antag | -1 | 40* | 0 | -3 | 11 | 7 | -3 | nt
NPY2 pot ag | 11 | 39* | -2 | -3 | -2 | -4 | 4 | -60
S1P4 ag | 0.3 | -0.9 | -0.9 | 1.1 | -2.0 | 1.0 | -0.3 | -0.6
S1P4 antag | 2 | 33* | 1 | -16 | -5 | 2 | 0 | 13
CHOP inh | 51 | 105* | 34 | 19 | -12 | 1 | 13 | 92*

49: CCNc1cc(N2CCNCC2)ccc1[N+](=O)[O-]
50: Cc1nc2c(C(=O)N3CCC4(CC3)OCCO4)cnn2c(C)c1Cc1cccc(Cl)c1
51: O=C(c1ccc(-c2ccccc2)c(F)c1)C1CCCN(CCO)C1 (configuration not stated)
52: CC(C)OC1CCCC(O)C1CC(=O)O (configuration not stated)
53: c1ccc2c3c([nH]c2c1)CNCC3
assay / entry | 49 | 50 | 51 | 52 | 53
BaF3 parental | 3 | 1 | 6 | -4 | 2
p47phox inh | 0 | -12 | -11 | -1 | -5
Ba/F3 V617F tox | 8 | -4 | -4 | -2 | -1
NPY1 pot ag | -5 | -31 | -36 | 8 | 4
NPY-Y1 antag | 13 | -2 | 3 | nt | 0
NPY2 pot ag | -12 | -1 | -7 | -7 | 5
S1P4 ag | -2.8 | 1.8 | 1.4 | 2.3 | 1.2
S1P4 antag | -26 | 13 | -23 | 3 | -23
CHOP inh | 17 | 0 | -11 | 8 | 4

Screens deposited in PubChem BioAssay by several laboratories.
